High-throughput results: PubChem, Broad Institute
esBAF inh: inhibitors of esBAF chromatin remodeling in mouse ES cells | AID 602393 | Bmi1-luciferase knock-in reporter, 24 h; 100% = twice the neutral-well signal | 350,000 compounds, 2% hits | reporter increase, % at 12.5 µM; in the data active = activation above about 40%;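 also: 0% = median of the plate's neutral control wells and 100% = double that signal; a rise in the Bmi1 reporter signal indicates esBAF inhibition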
SIRT5 block: blocks human SIRT5 desuccinylation of peptide; Q9NXA8; Purified SirT5, succinyl-peptide AMC, trypsin-coupled fluorescence; inhibition, % at 15 µM; 330,000 compounds, 1.1% hits; AID 652115; in the data active = inhibition above about 15%
Target sequence (Q9NXA8 whole entry, looked up): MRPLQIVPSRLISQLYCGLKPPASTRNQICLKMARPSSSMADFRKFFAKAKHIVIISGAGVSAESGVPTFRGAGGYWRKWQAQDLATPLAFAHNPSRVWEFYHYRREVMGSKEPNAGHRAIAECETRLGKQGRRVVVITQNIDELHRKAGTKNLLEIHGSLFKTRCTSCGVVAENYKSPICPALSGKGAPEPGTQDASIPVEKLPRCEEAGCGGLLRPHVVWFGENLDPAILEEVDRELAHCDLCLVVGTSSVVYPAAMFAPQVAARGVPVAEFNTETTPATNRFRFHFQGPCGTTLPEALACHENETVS
FN deposit inh: fibronectin deposition inhibition. AH1F fibroblasts, Alexa488-fibronectin deposition fluorescence, overnight. inhibition, % at 12.6 µM. 350,000 compounds, 0.086% hits;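 active = mean inhibition across replicates of 30% or more, regardless of how many single replicates reach that level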;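 also: positive control wells lacked labelled fibronectin entirely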
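Assay system: AH1F fibroblast monolayer, labelled fibronectin deposition. Amount: 10000 cells per well. Also added: labelled fibronectin 24 nM. Compound: single-point pinned compound. Incubation: cell attachment 1 h, compound and FN exposure overnight. Detection: fluorescence after three HBSS washes, excitation 485 nm, emission 525 nm. Read-out: inhibition of fibronectin deposition signal.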
S100A4 inh HTS: S100A4-myosin IIA interaction inhibition; P26447; S100A4/TAMRA-MyoIIA peptide fluorescence polarization; inhibition, % at 10.7 µM; 360,000 compounds, 0.14% hits; AID 652163;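 active = mean inhibition of at least 70% across replicates, with every replicate also reaching that level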
Target sequence (P26447 whole entry, looked up): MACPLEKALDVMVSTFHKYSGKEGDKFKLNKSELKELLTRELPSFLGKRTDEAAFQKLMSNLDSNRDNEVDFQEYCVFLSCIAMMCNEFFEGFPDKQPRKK
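Material: S100A4 monomer protein | Medium: HEPES pH 7.2 with CaCl2, KCl, NaCl, DTT, Triton | Reagent: Labelled myosin peptide probe, 5 nM | Doses: One dose per compound | Times: 5 min incubation before reading | Benchmarks: Neutral control DMSO, positive control TFP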
CASP6 VEID inh: caspase-6 (human) enzyme inhibition; P55212; purified caspase-6, Z-VEID-R110 cleavage fluorescence; inhibition, % at 12.5 µM; 350,000 compounds, 0.53% hits; AID 686996;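 active = mean inhibition across replicates at least about 35%, with every replicate also reaching that limit, limit read from the data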;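 also: 0% = median of neutral control wells and 100% = no fluorescence left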
Target sequence (P55212 24-179 limits assumed): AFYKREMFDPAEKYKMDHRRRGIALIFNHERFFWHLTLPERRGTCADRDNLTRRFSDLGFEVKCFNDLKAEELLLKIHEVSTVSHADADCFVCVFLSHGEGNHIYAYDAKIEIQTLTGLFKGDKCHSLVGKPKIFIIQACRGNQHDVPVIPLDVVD
Target sequence (P55212 194-293 limits assumed): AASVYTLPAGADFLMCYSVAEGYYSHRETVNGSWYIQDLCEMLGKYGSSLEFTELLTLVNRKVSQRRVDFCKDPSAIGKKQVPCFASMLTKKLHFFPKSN
LGR2 inh: Drosophila LGR2 receptor signaling inhibition. HEK293 LGR2, CRE-luciferase, bursicon-stimulated, 4 h. inhibition, % at 9.99 µM. 380,000 compounds, 0.35% hits;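 active = drop in luminescence signal, shown as inhibition above about 50% in the replicate tests, limit read from the data, passing the limit was not always enough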;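 also: agonist challenge used bursicon conditioned medium at about half maximal strength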
Statin myotox sup: suppressors of simvastatin-induced myotoxicity in C2C12 myotubes; ATP luminescence, 48 h; scaled: DMSO 0, geranylgeraniol control 100; 330,000 compounds, 0.78% hits; rescue of ATP level, % at 7.49 µM;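 active = mean ATP rescue above about 67%, or every replicate alone reaching that limit, limit read from the data, passing the limit was not always enough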;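 also: myotubes were challenged with 10 µM simvastatin during compound exposure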
Starred values were filed as active, the others as inactive; x = not tested or not shown; & = joins results of further samples.

Molecule	esBAF inh	SIRT5 block	FN deposit inh	S100A4 inh HTS	CASP6 VEID inh	LGR2 inh	Statin myotox sup
C[C@H](NC(=O)c1ccccc1)C(=O)N1CCN(c2ccccc2)CC1	-5	-6	1	1	0	15	-4
COc1ccccc1C1(O)CCN(CC(=O)Nc2nc(-c3ccccc3)cs2)CC1	13	2	-7	4	-3	36	-9
CCNC(=O)Nc1ccc2c(c1)C(=O)N(C)[C@H]1CC[C@H](CC(=O)Nc3ccccc3Cl)O[C@@H]1CO2	-9	3	-6	5	1	-8	14
COC(=O)[C@]1(C)CCC[C@@]2(C)C3CC[C@@]4(C)C[C@]3(CC[C@H]12)C[C@H]4O (stereo partly drawn)	-3	9	4	-3	x	0	-6
COc1ccc(CC(=O)NC(C)c2nnc(SCC(=O)c3ccc(Br)cc3)n2C)cc1 (stereo not drawn)	-3	x	-1	x	x	5	45
COC(C[C@@H](O)CC(=O)[C@@H](C)OCc1ccccc1)OC	3	5	5	7	-3	16	7
COc1ccc(C2NC(C(=O)O)Cc3c2[nH]c2ccccc32)cc1CN1CCN(c2ccc(F)cc2)CC1 (stereo not drawn)	6&0	-2	2	0&1	1	8	14
COc1cccc(NC(=O)N(C)C[C@H]2Oc3cc(C#Cc4ccccc4)ccc3S(=O)(=O)N([C@H](C)CO)C[C@@H]2C)c1	4	12	5	0	10	9	7
Cc1ccc(C(=O)CSc2cc(C)[nH]c(=O)n2)cc1	-26	-3	3	-6	-3	-11	13
Cc1cc(C)n(Cc2nc3ccccc3n2C)n1	-6	x	8	x	x	x	6
CCCC(=O)Nc1ccc2c(c1)C(=O)N(C)[C@H]1CC[C@H](CC(=O)OC)O[C@H]1CO2	-4	x	-8	x	x	-22	2
C[C@H]1CCCCO[C@H](CN(C)C(=O)C2CCCCC2)[C@@H](C)CN([C@@H](C)CO)C(=O)c2cc(NC(=O)CCCN(C)C)ccc2O1	-1	x	x	x	x	-3	6
CC(C)NC(=O)Nc1cccc2c1O[C@H](CN(C)C(=O)Nc1ccc(C(F)(F)F)cc1)[C@@H](C)CN([C@H](C)CO)C2=O	0&-3	8&-2	14	-5&-3	-3&-5	-19&6	-5&-6
COc1ccc(C(CNC(=O)Cc2ccccc2)N2CCCCC2)cc1 (stereo not drawn)	0	1	1	-21	-2	-9	8
Clc1ccc(OCc2nn3c(C4CCCCC4)nnc3s2)c(Cl)c1	4	x	9	x	x	x	12
Cc1ccc(NC(=O)COc2ccc(Br)cn2)cc1	x	-1	-4	8	0	-5	x
CCC(=O)Nc1ccc2c(c1)C(=O)N(C)C[C@@H](OC)[C@@H](C)CN(C(=O)c1cnccn1)[C@@H](C)CO2	2	3	-1	1	-1	15	-4
Cc1cc(C(=O)N2CCC2(C)C(=O)NS(=O)(=O)c2cccc(OC(F)F)c2)nn1C (stereo not drawn)	-4	1	0	-3	-1	6	2
C[C@H](CO)N1C[C@H](C)[C@H](CN(C)C)Oc2ccc(NC(=O)Cn3cnnn3)cc2CC1=O	4	-2	x	-27	-3	2	-11
O=C(C[C@@H]1CC[C@@H](NC(=O)NC2CCCCC2)[C@@H](CO)O1)NCc1ccccc1	-1	-1	-2	8	-1	2	0
O=C(COc1ccc(/C=N/NC(=O)c2ccccc2O)cc1)Nc1ccc([N+](=O)[O-])cc1	x	1	7	2	-4	-2	x
CCc1nc2oc3ccccc3c(=O)c2cc1C(=O)OC	24	-4	1	-5	-1	-7	-8
C[C@@H]1CCCCO[C@H](CN(C)C)[C@@H](C)CN([C@H](C)CO)C(=O)c2cc(NC(=O)Cc3ccccc3)ccc2O1	-6	x	x	x	x	13	-1
O=C(C[C@@H]1C=C[C@@H](NC(=O)c2ccccn2)[C@@H](CO)O1)NCc1cc(F)cc(F)c1	1	0	x	-3	2	19	13
Cc1ccc(NC(=O)c2ncn(CCCN3CCN(c4ccccn4)CC3)n2)cc1C	-1	-3	-4	-9	x	5	5

Profiles from above. Values in the order: esBAF inh	SIRT5 block	FN deposit inh	S100A4 inh HTS	CASP6 VEID inh	LGR2 inh	Statin myotox sup
Results for `COc1ccc(C2NC(C(=O)O)Cc3c2[nH]c2ccccc32)cc1CN1CCN(c2ccc(F)cc2)CC1` (stereo not drawn) = 6&0	-2	2	0&1	1	8	14
Results for `Cc1cc(C(=O)N2CCC2(C)C(=O)NS(=O)(=O)c2cccc(OC(F)F)c2)nn1C` (stereo not drawn) = -4	1	0	-3	-1	6	2
Results for `O=C(C[C@@H]1C=C[C@@H](NC(=O)c2ccccn2)[C@@H](CO)O1)NCc1cc(F)cc(F)c1` = 1	0	x	-3	2	19	13
Results for `CC(C)NC(=O)Nc1cccc2c1O[C@H](CN(C)C(=O)Nc1ccc(C(F)(F)F)cc1)[C@@H](C)CN([C@H](C)CO)C2=O` = 0&-3	8&-2	14	-5&-3	-3&-5	-19&6	-5&-6

(cont.)
Molecule	esBAF inh	SIRT5 block	FN deposit inh	S100A4 inh HTS	CASP6 VEID inh	LGR2 inh	Statin myotox sup
Cc1ccccc1C(=O)NC[C@@H]1CCCN2CCCC[C@H]12	1	-4	-2	-5	-23	12	17
C=CCN(CC=C)Cc1cc(=O)oc2cc(OC)c(Cl)cc12	3	6	-3	-4	1	-4	-1
COc1ccc(-c2nc(CSCC(=O)NC3CC3)c(C)o2)cc1OC	x	0	-4	-1	0	-17	x
CCN(CC)c1ccc(/C=N/N2CCN(Cc3ccccc3)CC2)cc1	x	-7	5	1	-1	32	x
O=C1CCCCN1CCc1c[nH]c2ccccc12	20	x	1	x	x	x	7
COc1cccc(OC)c1C(=O)NC(=S)NNC(=O)[C@H]1C[C@@H]1c1ccccc1	-1	-2	-5	-1	-2	0	-2
CNC(=O)c1cccc(N2CCCC2=O)c1	-3	x	-6	x	x	x	5
COC(=O)[C@]12C[C@H](CC(=O)NCc3ccc(C)o3)C(=O)N(Cc3ccccc3)C1=C[C@H](C(C)(C)C)O[C@@H]2C	x	x	0	-2	-2	21	x
NCC[C@H]1CC[C@H](NC(=O)Cc2ccncc2)[C@H](CO)O1	5	4	-10	6	-2	15	2
COc1cccc(NC(=O)CSc2nnc(-c3ccco3)c(-c3ccco3)n2)c1	-6	8	5	0	43*	-13	10
COc1ccc(CN2CC[C@H]3C=CC[C@@H](C(=O)N4CCOCC4)[C@H]3C2=O)cc1OC	5	x	-11	-2	x	-6	-11
CC(C)N(C[C@H]1[C@H](c2ccccc2)[C@@H](CO)N1S(C)(=O)=O)C(=O)CN(C)C	1	x	9	3	3	1	2
COC(=O)c1c(NC(=O)C2CCCCC2)sc2c1CC(C)(C)NC2(C)C	7	0	3	-32	1	6	x
COC(=O)c1cc(S(=O)(=O)N(C)Cc2ccco2)c[nH]1	-7	-1	7	-4	-2	7	-7
CN(C)CCCn1c(N)c(S(=O)(=O)c2ccccc2)c2nc3ccccc3nc21	x	-29	3	-5	-1	19	x
O=C(Nc1ccccc1N1CCOCC1)c1cccc(S(=O)(=O)N2CCOCC2)c1	5	-1	x	-6	2	0	-9
COc1cccc(-c2nn(-c3ccc(C)cc3)cc2C(=O)N2CCN(C3CCS(=O)(=O)C3)CC2)c1 (stereo not drawn)	0	2	0	-5	2	-14	5
COC1=C(Nc2ccccc2)C(=O)C(OC)=C(Nc2ccccc2)C1=O	13	x	1	2	5	x	-3
O=C(CCC1=NS(=O)(=O)c2ccccc2N1)NC1CCCCCCC1	0	x	1	x	x	x	-7
CCOC(=O)c1cnc2ccc(OC)cc2c1NCCN1CCOCC1	0	0	8	-2	-2	1	-7
Cc1ccc(S(=O)(=O)N(C)c2ccc3sc(C)nc3c2)cc1	x	0	4	-8	-1	4	x
NC(=O)CC(NC(=O)Cc1ccc(Br)cc1)c1ccc(NCCc2ccc(F)cc2)c([N+](=O)[O-])c1 (stereo not drawn)	4	x	-37	3	-3	-4	3
Cc1cccc(OCC(=O)Nc2cc(NC(=O)COc3cccc(C)c3C)cc(C(=O)O)c2)c1C	-7	0	-7	-1	3	17	4
COc1ccc(S(=O)(=O)N(CC(=O)NCc2ccccn2)c2ccc(Cl)cc2)cc1	-6	-5	-2	-2	1	-3	2
Cc1ccc(NC(=O)c2c(F)cccc2Cl)cc1NS(C)(=O)=O	-4	0	3	1	0	x	-9
O=C(CNC(=O)c1ccc(Cl)cc1Cl)OCN1C(=O)c2ccccc2C1=O	x	-2	3	3	-1	-1	x
C[C@@H]1CN([C@@H](C)CO)S(=O)(=O)c2ccc(-c3ccccc3)cc2O[C@@H]1CN(C)C	1	x	x	x	x	4	-16
COc1ccccc1NC(=O)N[C@@H]1C=C[C@@H](CC(=O)N[C@H](C)c2ccccc2)O[C@H]1CO	1	3	5	2	-1	-20	-5
O=C(c1ccccn1)N1C[C@@H]2[C@H](c3ccccc31)[C@@H](CO)N2C(=O)C1CCCC1	1	0	4	24	2	-2	8
O=C(C[C@@H]1CC[C@H](NC(=O)c2cnccn2)[C@H](CO)O1)NCc1ccccc1F	-1	-1	-11	8	3	7	-9
COCCCNc1oc(-c2ccccc2Cl)nc1C#N	40	0	8	-10	-3	-17	-3
C=CCOc1ccc(/C=N/NC(=O)C(C)Sc2ccccn2)cc1OC (stereo not drawn)	3	-1	-1	1	12	-50	-3
O=C(N/C(=C\c1cccnc1)C(=O)N1CCOCC1)c1ccco1	x	0	-6	1	-3	-2	x
C[C@@H]1CCCCO[C@H](CN(C)S(=O)(=O)c2ccccc2)[C@@H](C)CN([C@H](C)CO)C(=O)c2cc(NS(=O)(=O)c3ccc(F)cc3)ccc2O1	-7	-3	2	-1	-1	-4	x
O=C1NC[C@@H](CCCCN2C[C@H](Cc3ccccc3)N(CCc3ccccc3)C(=O)C2=O)N(CCc2ccccc2)C1=O	x	2	7	39	6	17	x
CCNC(=O)C[C@@H]1CC[C@H]2[C@@H](COc3ccc(NC(=O)Nc4ccc(C)cc4)cc3C(=O)N2C)O1	5	1	15	-4	0	11	13
Cc1cc(C)nc(SCC(=O)N2CCC(C(N)=O)CC2)n1	-1	-2	x	-14	2	6	12
COC(=O)c1ccc(CNC(=O)Cn2cnnn2)cc1	-7	-5	4	-19	-3	-11	2
COc1ccccc1N1C(=O)c2ccccc2NC1c1cc(OC)c(OC)c(OC)c1 (stereo not drawn)	-4	-12	1	-2	-1	-1	4
NNC(=O)/C(=C\c1ccc(Br)cc1)NC(=O)c1cccs1	x	0	x	8	1	13	x
CC(=O)NC(CC(=O)Nc1nc(C)cs1)c1ccccc1 (stereo not drawn)	-5	-8	-1	-1	4	-2	-1
CCC(=O)Nc1ccc2c(c1)C(=O)N(C)[C@H]1CC[C@@H](CC(=O)NCC3CCCCC3)O[C@@H]1CO2	1	-4	9	3	0	-14	-10
C[C@@H]1CN([C@@H](C)CO)C(=O)c2cccc(NC(=O)C3CCOCC3)c2O[C@@H]1CN(C)Cc1ccccc1	1	1	x	11	2	-3	-18
OC[C@@H]1[C@H]2c3ccccc3NC[C@H]2N1CC1CCCCC1	-5	-1	x	-1	-4	-12	8
CCOc1ccc(CCNC(=O)C2CSC3(C)CCC(=O)N23)cc1OCC (stereo not drawn)	1	0	3	-7	3	-3	9
O=C(C[C@@H]1CC[C@@H]2[C@H](COC[C@@H](O)CN2Cc2cc(F)ccc2F)O1)N[C@H]1CCN(Cc2ccccc2)C1	-1	x	-4	1	2	-6	0
O=S(=O)(N[C@@H]1CC[C@H](CCn2cc(-c3cccnc3)nn2)O[C@@H]1CO)c1ccc(F)cc1	1	-4	x	-17	0	20	3
C[C@@H]1CN([C@H](C)CO)C(=O)c2cc(NC(=O)NC3CCCCC3)ccc2O[C@@H](C)CCCCO[C@@H]1CN(C)C(=O)Nc1ccccc1	-7	2	9	-9	0	-6	x
COc1ccc(/C=C/c2nc(-c3ccccc3)cc(=O)[nH]2)cc1	x	-1	3	-2	4	-5	x
NS(=O)(=O)c1cccc(NC(=O)CCc2ccc(S(=O)(=O)N3CCOCC3)cc2)c1	-4	1	10	2	0	-10	0

These rows are one share of the data; the hit share may differ from the screen's.
